High-throughput results deposited in PubChem BioAssay by Broad Institute.
TcdB GH inh = TcdB glycohydrolase inhibitors, primary screen, biochemical, single point, plate reader; Toxin B (Clostridioides difficile), P18177; TcdB glycohydrolase enzymatic assay; inhibition, % at 9.99 µM; 350,000 compounds, 0.24% hits; in the data active = inhibition above about 10%
Target sequence (P18177 whole entry, looked up): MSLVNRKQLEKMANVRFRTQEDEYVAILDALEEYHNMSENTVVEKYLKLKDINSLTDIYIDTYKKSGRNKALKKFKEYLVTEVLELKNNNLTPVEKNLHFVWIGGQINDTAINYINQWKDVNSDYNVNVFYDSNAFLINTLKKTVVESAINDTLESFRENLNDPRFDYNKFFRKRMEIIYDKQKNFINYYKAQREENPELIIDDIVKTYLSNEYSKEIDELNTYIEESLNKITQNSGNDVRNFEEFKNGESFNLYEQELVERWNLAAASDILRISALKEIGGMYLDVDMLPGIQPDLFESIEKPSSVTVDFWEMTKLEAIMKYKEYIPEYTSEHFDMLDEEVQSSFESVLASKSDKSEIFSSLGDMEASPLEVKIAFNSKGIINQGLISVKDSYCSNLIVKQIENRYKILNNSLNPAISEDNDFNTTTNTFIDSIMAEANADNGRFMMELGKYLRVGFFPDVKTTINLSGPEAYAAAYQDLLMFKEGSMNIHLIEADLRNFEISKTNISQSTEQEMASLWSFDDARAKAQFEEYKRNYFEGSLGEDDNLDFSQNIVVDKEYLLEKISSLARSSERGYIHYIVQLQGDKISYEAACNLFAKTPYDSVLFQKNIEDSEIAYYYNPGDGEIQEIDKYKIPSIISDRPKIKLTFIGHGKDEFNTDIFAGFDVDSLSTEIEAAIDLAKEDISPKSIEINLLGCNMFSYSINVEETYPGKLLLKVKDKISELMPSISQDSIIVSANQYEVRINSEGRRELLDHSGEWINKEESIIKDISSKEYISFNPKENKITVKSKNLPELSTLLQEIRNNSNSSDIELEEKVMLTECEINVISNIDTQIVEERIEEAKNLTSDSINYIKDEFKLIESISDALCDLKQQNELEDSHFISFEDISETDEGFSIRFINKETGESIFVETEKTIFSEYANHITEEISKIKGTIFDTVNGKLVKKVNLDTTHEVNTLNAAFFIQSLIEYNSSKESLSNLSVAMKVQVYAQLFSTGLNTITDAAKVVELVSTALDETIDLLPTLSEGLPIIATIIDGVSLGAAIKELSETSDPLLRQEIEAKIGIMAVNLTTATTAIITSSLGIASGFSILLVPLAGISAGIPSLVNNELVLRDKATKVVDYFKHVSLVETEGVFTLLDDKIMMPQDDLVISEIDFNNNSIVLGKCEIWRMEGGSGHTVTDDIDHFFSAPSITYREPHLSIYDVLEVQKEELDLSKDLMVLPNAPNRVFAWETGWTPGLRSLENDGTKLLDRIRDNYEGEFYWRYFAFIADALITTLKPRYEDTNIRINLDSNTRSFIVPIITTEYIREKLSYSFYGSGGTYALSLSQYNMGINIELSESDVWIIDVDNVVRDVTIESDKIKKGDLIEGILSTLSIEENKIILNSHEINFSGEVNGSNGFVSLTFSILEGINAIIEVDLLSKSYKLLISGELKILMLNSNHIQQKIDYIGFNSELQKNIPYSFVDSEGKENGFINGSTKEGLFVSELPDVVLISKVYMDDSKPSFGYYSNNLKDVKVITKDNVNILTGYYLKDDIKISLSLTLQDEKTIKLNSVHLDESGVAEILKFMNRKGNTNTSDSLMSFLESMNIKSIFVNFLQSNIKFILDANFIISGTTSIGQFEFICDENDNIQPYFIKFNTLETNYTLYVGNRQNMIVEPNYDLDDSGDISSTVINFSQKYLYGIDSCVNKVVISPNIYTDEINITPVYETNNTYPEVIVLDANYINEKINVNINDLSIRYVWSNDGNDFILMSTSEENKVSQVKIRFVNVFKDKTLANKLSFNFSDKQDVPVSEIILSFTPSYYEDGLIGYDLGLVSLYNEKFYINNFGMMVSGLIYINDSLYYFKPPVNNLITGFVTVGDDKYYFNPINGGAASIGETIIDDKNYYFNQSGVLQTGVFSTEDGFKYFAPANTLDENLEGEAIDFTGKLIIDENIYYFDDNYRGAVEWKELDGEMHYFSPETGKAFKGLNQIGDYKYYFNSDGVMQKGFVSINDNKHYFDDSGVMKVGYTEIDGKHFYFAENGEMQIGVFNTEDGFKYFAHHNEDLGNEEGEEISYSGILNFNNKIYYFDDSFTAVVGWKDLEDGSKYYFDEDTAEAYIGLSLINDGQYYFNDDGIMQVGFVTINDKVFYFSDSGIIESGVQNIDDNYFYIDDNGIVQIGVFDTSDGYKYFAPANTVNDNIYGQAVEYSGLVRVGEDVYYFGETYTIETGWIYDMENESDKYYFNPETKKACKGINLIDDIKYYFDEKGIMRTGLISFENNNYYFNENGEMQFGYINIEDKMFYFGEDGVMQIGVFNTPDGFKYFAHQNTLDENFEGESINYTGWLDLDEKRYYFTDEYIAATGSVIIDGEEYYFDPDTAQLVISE
* = called active by the depositor. These rows are one share of the data. The share of hits here may be higher or lower than overall.

SMILES | TcdB GH inh
C[C@@H]1CN([C@@H](C)CO)C(=O)Cc2cc(NC(=O)C3CCCCC3)ccc2O[C@H]1CN(C)S(=O)(=O)c1ccc(F)cc1 | -0.7
COCC(=O)N1[C@H](CO)[C@@H]2c3ccccc3N(C(=O)Nc3ccccc3Cl)C[C@@H]21 | -2.1
O=C(C1CCOCC1)N1CC(=O)N2[C@@H](CO)[C@H](c3ccc(Br)cc3)[C@@H]2C1 | 0.2
N#C[C@H]1[C@H](c2ccc(-c3ccccc3)cc2)[C@@H](CO)N1C(=O)Cc1ccccc1 | -3.5
CC(C)C#Cc1ccc2c(c1)O[C@@H](CN(C)S(=O)(=O)c1cn(C)cn1)[C@@H](C)CN([C@@H](C)CO)S2(=O)=O | -0.6
COc1ccc(S(=O)(=O)N(C)C[C@@H]2Oc3cc(-c4ccccc4OC)ccc3S(=O)(=O)N([C@@H](C)CO)C[C@H]2C)cc1 | 0.8
O=C(Nc1ccc(F)cc1)N1C[C@@H]2[C@H](c3ccccc31)[C@H](CO)N2Cc1ccccc1 | 0.2
COc1ccc(S(=O)(=O)N(C)C[C@@H]2Oc3ccc(NC(=O)Nc4ccc5c(c4)OCO5)cc3CC(=O)N([C@H](C)CO)C[C@@H]2C)cc1 | 1.9
CC(=O)N1[C@@H](CO)[C@@H](c2ccccc2)[C@@H]1CN(CC1CCC1)C(=O)CN(C)C | -1.2
CCCNC(=O)c1cc2c(c(-c3cccc(-c4cccc(OC)c4)c3)n1)[C@@H](CCO)N([S@](=O)C(C)(C)C)C2 | -2.7
C[C@H](CO)N1C[C@H](C)[C@H](CN(C)C(=O)c2ccccn2)Oc2ncc(C#Cc3ccccn3)cc2C1=O | 0.0
C[C@@H]1CN([C@@H](C)CO)C(=O)c2c(c3ccccc3n2C)-c2ccccc2CO[C@H]1CN(C)C(=O)c1ccncc1 | -0.3
N#C[C@H]1[C@H](c2ccccc2)[C@H](CO)N1S(=O)(=O)Cc1ccccc1 | -0.7
C[C@H]1CCCCO[C@H](CN(C)Cc2ccccc2)[C@@H](C)CN([C@@H](C)CO)C(=O)c2cc(NS(=O)(=O)c3ccccc3)ccc2O1 | -0.3
O=C(NCCc1ccccc1)[C@H]1[C@H](CO)[C@H]2Cn3c(cccc3=O)[C@H]2N1Cc1ccncc1 | -0.1

3 compounds out of the list, sorted by length of the SMILES, smallest number first.
SMILES | TcdB GH inh
COCC(=O)N1[C@H](CO)[C@@H]2c3ccccc3N(C(=O)Nc3ccccc3Cl)C[C@@H]21 | -2.1
C[C@@H]1CN([C@@H](C)CO)C(=O)Cc2cc(NC(=O)C3CCCCC3)ccc2O[C@H]1CN(C)S(=O)(=O)c1ccc(F)cc1 | -0.7
COc1ccc(S(=O)(=O)N(C)C[C@@H]2Oc3ccc(NC(=O)Nc4ccc5c(c4)OCO5)cc3CC(=O)N([C@H](C)CO)C[C@@H]2C)cc1 | 1.9

The listing picks up, repeating the six entries before the break.
SMILES | TcdB GH inh
CCCNC(=O)c1cc2c(c(-c3cccc(-c4cccc(OC)c4)c3)n1)[C@@H](CCO)N([S@](=O)C(C)(C)C)C2 | -2.7
C[C@H](CO)N1C[C@H](C)[C@H](CN(C)C(=O)c2ccccn2)Oc2ncc(C#Cc3ccccn3)cc2C1=O | 0.0
C[C@@H]1CN([C@@H](C)CO)C(=O)c2c(c3ccccc3n2C)-c2ccccc2CO[C@H]1CN(C)C(=O)c1ccncc1 | -0.3
N#C[C@H]1[C@H](c2ccccc2)[C@H](CO)N1S(=O)(=O)Cc1ccccc1 | -0.7
C[C@H]1CCCCO[C@H](CN(C)Cc2ccccc2)[C@@H](C)CN([C@@H](C)CO)C(=O)c2cc(NS(=O)(=O)c3ccccc3)ccc2O1 | -0.3
O=C(NCCc1ccccc1)[C@H]1[C@H](CO)[C@H]2Cn3c(cccc3=O)[C@H]2N1Cc1ccncc1 | -0.1
CO[C@@H]1CN(C)C(=O)c2cc(NC(=O)NC(C)C)ccc2OC[C@H](C)N(Cc2ccccn2)C[C@@H]1C | -1.5
C[C@H](CO)N1C[C@H](C)[C@@H](CN(C)Cc2ccc3c(c2)OCO3)Oc2c(NS(=O)(=O)c3ccc(F)cc3)cccc2C1=O | 0.3
Cc1ccc(S(=O)(=O)N(C)C[C@@H]2Oc3ncc(-c4cc5ccccc5o4)cc3C(=O)N([C@H](C)CO)C[C@@H]2C)cc1 | 0.6
O=C(C[C@H]1CC[C@@H]2[C@H](COC[C@@H](O)CN2S(=O)(=O)c2cccc(F)c2)O1)Nc1ccc(-c2ccccc2)cc1 | 0.0
C[C@H](CO)N1C[C@H](C)[C@H](CN(C)S(=O)(=O)c2ccc(F)cc2)Oc2ncccc2C1=O | -3.3
COc1ccccc1-c1ccc2n(c1=O)C[C@H]1[C@H](CO)[C@@H](C(=O)NC3CCC3)N(C(C)=O)[C@@H]21 | 1.1
CNC(=O)C[C@@H]1CC[C@H]2[C@@H](COc3ccc(NC(=O)NC4CCCC4)cc3C(=O)N2C)O1 | 0.7
C[C@H](CO)N1C[C@H](C)[C@@H](CN(C)C)Oc2cc(-c3cncnc3)ccc2S1(=O)=O | 0.4
N#C[C@@H]1[C@H](c2ccc(C#CC3(O)CCCC3)cc2)[C@H](CO)N1C(=O)C1CCC1 | 0.8
C[C@H]1CN([C@@H](C)CO)C(=O)c2cc(C3=CCCCC3)cnc2O[C@H]1CN(C)Cc1ccccc1 | 1.3
Cc1ccc(S(=O)(=O)Nc2ccc3c(c2)C(=O)N([C@H](C)CO)C[C@H](C)[C@@H](CN(C)C(=O)NC(C)C)OCCCC[C@H](C)O3)cc1 | -8.5
COc1ccc(S(=O)(=O)N[C@H]2CC[C@H](CCn3cc(-c4ccccc4F)nn3)O[C@H]2CO)cc1 | 0.6
CN1CCN(C(=O)C[C@@H]2CC[C@H]3[C@@H](COC[C@H](O)CN3C(=O)Cc3ccccc3)O2)CC1 | -0.8
CCC(=O)N1CC2(CN(C(=O)Cc3ccccc3)C2)c2c(n(C)c3cc(OC)ccc23)[C@H]1CO | -4.6
COC(=O)C[C@H]1CC[C@@H]2[C@H](COc3ccc(NC(=O)Nc4cccc(C#N)c4)cc3C(=O)N2C)O1 | 0.4
C[C@H](O)C#Cc1ccc2c(c1)O[C@H](CN(C)C(=O)c1ccncc1)[C@H](C)CN([C@@H](C)CO)S2(=O)=O | -2.1
CCCC#Cc1cnc2c(c1)C(=O)N([C@H](C)CO)C[C@@H](C)[C@H](CN(C)Cc1cccnc1)O2 | 0.7
COc1cccc(NC(=O)N(C)C[C@H]2Oc3cc(C#Cc4ccc(F)cc4)ccc3S(=O)(=O)N([C@@H](C)CO)C[C@@H]2C)c1 | 0.7
COc1ccc2c3c(n(C)c2c1)[C@H](CO)N(Cc1ccncc1)CC31CCN(C(=O)C2CCCC2)CC1 | 0.1
COC(=O)[C@@H]1[C@@H](CO)[C@@H]2Cn3c(ccc(-c4cncnc4)c3=O)[C@@H]2N1C(=O)C1CCC1 | 0.2
CO[C@@H]1CN(C)C(=O)c2cc(NC(=O)C3CC3)ccc2OC[C@@H](C)N(CC2CCOCC2)C[C@H]1C | -7.8
O=C(CN1CCOCC1)N[C@H]1CC[C@H](CCNC(=O)Nc2cc(F)ccc2F)O[C@@H]1CO | 0.8
C[C@H]1CN([C@@H](C)CO)S(=O)(=O)c2ccc(C#CC3CC3)cc2O[C@@H]1CN(C)C(=O)c1cccnc1 | -0.2
Cc1ccccc1-c1ccc2c(c1)O[C@@H](CN(C)C(=O)Nc1ccc(C(F)(F)F)cc1)[C@@H](C)CN([C@H](C)CO)S2(=O)=O | 0.5
C[C@@H]1CN([C@@H](C)CO)C(=O)c2cc(NC(=O)c3ccncc3)ccc2O[C@H]1CN(C)C(=O)Nc1ccc2c(c1)OCO2 | -0.2
CN(C)Cc1cn(CC[C@@H]2CC[C@@H](N)[C@H](CO)O2)nn1 | 0.5
O=C(NC[C@H]1[C@@H](c2ccccc2)[C@@H](CO)N1C(=O)C1CC1)NC1CCCC1 | 0.0
COc1ccc(-c2ccc([C@H]3[C@@H](C#N)N(C(=O)c4cccc(F)c4)[C@@H]3CO)cc2)cc1 | -0.6
C[C@@H]1CN([C@@H](C)CO)S(=O)(=O)c2ccc(C#CC3CC3)cc2O[C@H]1CN(C)Cc1ccccn1 | 0.9
O=C(C[C@@H]1C[C@@H]2c3cc(NS(=O)(=O)c4ccc(F)cc4)ccc3O[C@@H]2[C@H](CO)O1)NCCc1ccccc1 | -0.2
COCC#Cc1ccc([C@@H]2[C@@H](CO)N3C(=O)CN(C(=O)c4cccnc4)C[C@H]23)cc1 | 0.5
O=C(C[C@@H]1CC[C@@H](NC(=O)Nc2cc(F)ccc2F)[C@H](CO)O1)NCc1ccccn1 | -1.1
C[C@@H]1CN([C@@H](C)CO)C(=O)Cc2cc(NC(=O)Nc3ccc(F)cc3)ccc2O[C@@H]1CN(C)Cc1ccc(-c2ccccc2)cc1 | -0.9
COCC#Cc1cnc2c(c1)C(=O)N([C@@H](C)CO)C[C@@H](C)[C@H](CN(C)C(C)=O)O2 | -5.0
COc1ccc(NC(=O)N(C)C[C@@H]2Oc3c(NC(=O)C4CCCCC4)cccc3C(=O)N([C@H](C)CO)C[C@@H]2C)cc1 | 0.3
Cc1ccc(S(=O)(=O)Nc2ccc3c(c2)C(=O)N([C@H](C)CO)C[C@H](C)[C@@H](CN(C)S(=O)(=O)c2ccc(F)cc2)OCCCC[C@@H](C)O3)cc1 | 0.1
C[C@@H]1CN([C@H](C)CO)C(=O)c2cc(NC(=O)NC3CCCCC3)ccc2O[C@@H](C)CCCCO[C@@H]1CN(C)Cc1ccc(C(F)(F)F)cc1 | 0.4
C[C@H](CO)N1C[C@H](C)[C@H](CN(C)S(=O)(=O)c2ccc(Cl)cc2)Oc2c(NS(=O)(=O)c3ccc(F)cc3)cccc2C1=O | -0.5
COc1cccc(NC(=O)C[C@@H]2CC[C@@H]3[C@@H](COc4ccc(NC(=O)C5CCCCC5)cc4C(=O)N3C)O2)c1 | 1.6
O=C(CC1CC1)N1[C@@H](CO)[C@@H]2c3ccccc3N(S(=O)(=O)c3ccccc3F)C[C@@H]21 | 0.3
COc1ccc(NC(=O)N(C)C[C@@H]2Oc3ncc(C4=CCCC4)cc3C(=O)N([C@H](C)CO)C[C@@H]2C)cc1 | 1.1
CCCc1cn(CC[C@@H]2CC[C@@H](NC(=O)C3CCCCC3)[C@H](CO)O2)nn1 | -1.0
C[C@@H]1CN([C@H](C)CO)S(=O)(=O)c2ccc(-c3cccc(C(=O)N(C)C)c3)cc2O[C@@H]1CN(C)C(=O)Cc1ccccn1 | 1.3
CC(C)C#Cc1ccc2c(c1)O[C@H](CN(C)Cc1cncnc1)[C@H](C)CN([C@@H](C)CO)S2(=O)=O | 0.4
CC(C)NC(=O)N1[C@@H]2CN(C(=O)c3ccccn3)c3ccccc3[C@@H]2[C@@H]1CO | 0.5
C[C@@H]1CN([C@@H](C)CO)C(=O)c2cc(NS(=O)(=O)c3ccc(Cl)cc3)ccc2O[C@H]1CN(C)C | -0.2
C/C=C/c1ccc([C@@H]2[C@H](CO)N(C(=O)CN(C)C)C23CN(C(=O)C2CCOCC2)C3)cc1 | -0.2
N#Cc1cccc(-c2ccc([C@@H]3[C@H](CO)N4CCCCN(S(=O)(=O)c5ccccc5)C[C@@H]34)cc2)c1 | 0.8
CC(C)NC(=O)Nc1ccc2c(c1)C(=O)N([C@@H](C)CO)C[C@H](C)[C@H](CN(C)S(=O)(=O)c1cn(C)cn1)OCCCC[C@H](C)O2 | 0.5
CCC(=O)Nc1ccc2c(c1)OC[C@@H](C)N(C(=O)CN(C)C)C[C@H](C)[C@H](OC)CN(C)C2=O | 0.8
O=C(CC1CC1)N1CC(=O)N2[C@@H](CO)[C@@H](c3ccc(-c4ccccc4)cc3)[C@@H]2C1 | -3.9
C[C@@H]1CCCCO[C@@H](CN(C)Cc2ccc(C(=O)O)cc2)[C@@H](C)CN([C@@H](C)CO)C(=O)c2cc(NC(=O)NC3CCCCC3)ccc2O1 | -0.7
C/C=C/c1ccc2c(c1)O[C@@H](CN(C)C(=O)C1CCOCC1)[C@@H](C)CN([C@@H](C)CO)S2(=O)=O | 0.1
C[C@@H]1CN([C@@H](C)CO)C(=O)Cc2cc(NC(=O)CCN3CCOCC3)ccc2O[C@H]1CN(C)S(=O)(=O)c1cccs1 | -1.4
C[C@H](CO)N1C[C@H](C)[C@H](CN(C)C(=O)NC2CCCCC2)Oc2cc(C#Cc3ccc(F)cc3)ccc2S1(=O)=O | -0.2
CN(C)CC(=O)N1[C@H](C#N)[C@@H](c2ccccc2-c2cccc(C(=O)N(C)C)c2)[C@H]1CO | 0.7
C[C@H](CO)N1C[C@H](C)[C@H](CN(C)C(=O)Nc2ccc(C(F)(F)F)cc2)Oc2c(NC(=O)Nc3ccc4c(c3)OCO4)cccc2C1=O | -0.1
COc1ccccc1-c1cn(CC[C@H]2CC[C@@H](NC(=O)C3CCC3)[C@@H](CO)O2)nn1 | 0.4
C[C@@H]1CN([C@H](C)CO)C(=O)Cc2cc(NC(=O)Nc3ccc(C(F)(F)F)cc3)ccc2O[C@@H]1CN(C)Cc1ccc(C(=O)O)cc1 | -0.7
C[C@@H]1CN([C@@H](C)CO)C(=O)c2cc(/C=C/c3ccccc3)cnc2O[C@H]1CN(C)C(=O)NC1CCCCC1 | -0.2
Other structures follow.
SMILES | TcdB GH inh
O=C(Cc1ccncc1)NCC[C@H]1CC[C@H](NC(=O)C2CC2)[C@H](CO)O1 | -0.7
C[C@H]1CN([C@@H](C)CO)C(=O)Cc2cc(NC(=O)Nc3cccc4ccccc34)ccc2O[C@@H]1CN(C)S(=O)(=O)c1ccc(F)cc1 | -0.1
COc1ccc(NC(=O)Nc2ccc3c(c2)CC(=O)N([C@@H](C)CO)C[C@H](C)[C@H](CN(C)Cc2ccc(Oc4ccccc4)cc2)O3)cc1 | 1.2
C[C@@H]1CN([C@@H](C)CO)C(=O)c2cccc(NC(=O)c3cnccn3)c2O[C@H]1CN(C)S(=O)(=O)c1cn(C)cn1 | 0.3
Cc1ccc(S(=O)(=O)N(C)C[C@@H]2Oc3c(NC(=O)Nc4ccccc4)cccc3C(=O)N([C@@H](C)CO)C[C@@H]2C)cc1 | -0.1
